Source: PubChem (several laboratories)
KLF5 inh: inhibitors of KLF5 expression. DLD-1 KLF5 promoter-luciferase reporter, luminescence. inhibition, % at 5 µM. 290,000 tested, 0.23% active;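 active = inhibition above a per-plate limit of that plate's mean compound inhibition plus 3 SD, cut at about 60% in these data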;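 note: 0% = DMSO wells and 100% = LY294002 at 200 µM; higher means less KLF5 promoter-driven luciferase light; inactives centre near -14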
TRPC4 PAM: allosteric potentiators of mouse TRPC4 channel | Q9QUQ5 | HEK293 TRPC4beta/mu-opioid, DAMGO EC20, Fluo-4 Ca2+ flux; stronger effect = higher value | AID 2227 | 310,000 tested, 0.42% active | B-score at 10 µM;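 active = B-score of calcium response area above 5 SD of library B-scores, with initial fluorescence ratio within 5 SD of library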;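 note: B-score of integrated fluorescence ratio over time as area under calcium response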
MrgX1 antag: human MrgX1 receptor antagonism, primary screen; MRGX1-HEK293 calcium flux, Fluo-4, BAM8-22 antagonism; stronger effect = lower value; B-score at 10 µM; 310,000 tested, 1.3% active; AID 588676;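 active = calcium-response B-score plate-corrected more than 3 library SD below zero, starting fluorescence within 5 deviations, no agonist response on first addition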;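 note: peak minus trough fluorescence over baseline after final BAM8-22 challenge near maximal dose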
TRPC6 act: mouse TRPC6 channel activation. HEK293-TRPC6 membrane potential dye fluorescence; stronger effect = higher value. B-score at 10 µM. 310,000 tested, 0.13% active;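 active = B-score of the integrated fluorescence ratio above library mean plus 3 SD, and starting fluorescence ratio within library mean plus 5 SD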;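 note: higher score means more depolarization so channel activation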
Target sequence (Q61143 whole entry, looked up): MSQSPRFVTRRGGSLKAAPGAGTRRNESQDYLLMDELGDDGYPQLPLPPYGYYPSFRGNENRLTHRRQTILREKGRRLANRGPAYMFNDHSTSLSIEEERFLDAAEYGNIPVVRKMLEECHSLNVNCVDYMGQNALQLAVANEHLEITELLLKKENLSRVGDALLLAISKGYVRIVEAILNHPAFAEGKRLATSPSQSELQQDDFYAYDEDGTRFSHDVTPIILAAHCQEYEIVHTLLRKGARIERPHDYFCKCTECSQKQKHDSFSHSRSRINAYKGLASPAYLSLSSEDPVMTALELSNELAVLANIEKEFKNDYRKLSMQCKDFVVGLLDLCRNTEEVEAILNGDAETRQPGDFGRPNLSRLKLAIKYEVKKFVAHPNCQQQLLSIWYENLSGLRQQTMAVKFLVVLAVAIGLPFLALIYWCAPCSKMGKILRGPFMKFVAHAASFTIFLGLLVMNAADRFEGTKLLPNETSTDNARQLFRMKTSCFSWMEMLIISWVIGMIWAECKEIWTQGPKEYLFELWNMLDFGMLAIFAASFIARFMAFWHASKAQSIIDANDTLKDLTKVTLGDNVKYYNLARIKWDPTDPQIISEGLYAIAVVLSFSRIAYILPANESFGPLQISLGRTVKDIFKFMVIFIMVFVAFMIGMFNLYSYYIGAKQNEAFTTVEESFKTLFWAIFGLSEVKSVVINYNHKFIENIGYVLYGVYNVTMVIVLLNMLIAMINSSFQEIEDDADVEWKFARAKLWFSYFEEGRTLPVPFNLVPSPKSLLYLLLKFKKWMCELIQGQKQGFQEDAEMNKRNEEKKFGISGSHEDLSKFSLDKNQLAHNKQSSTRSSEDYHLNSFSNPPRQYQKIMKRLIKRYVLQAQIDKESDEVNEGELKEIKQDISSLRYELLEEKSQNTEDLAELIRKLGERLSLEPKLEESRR
HIF act: HIF pathway transcriptional activation; U2OS HRE-luciferase reporter, luminescence; normalized: DMSO 0%, desferrioxamine 100%; activation, % at 7.5 µM (by protocol); 300,000 tested, 0.32% active;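 active = mean activation of at least 10% of the iron chelator positive control signal, with at least half of replicates also reaching 10%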
TRPC4 agonist: opens the mouse TRPC4 cation channel; Q9QUQ5; HEK293 TRPC4beta/mu-opioid, Fluo4 calcium fluorescence; stronger effect = higher value; B-score at 10 µM; 310,000 tested, 0.49% active;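 active = B-score above 5 SD of library B-scores, and initial fluorescence ratio not above library mean plus 5 SD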;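 note: positive B-score marks a calcium rise read as TRPC4 activation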
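Assay system: HEK293 stable line with TRPC4beta plus mu-opioid receptor; schedule: 45 min room-temperature Fluo4 loading, 110 s read; technique: kinetic Fluo4 calcium fluorescence; evaluation: integrated baseline-normalised fluorescence ratio, converted to per-well B score; controls: buffer (low) and maximal DAMGO (high)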
TRPC4 block: blocks the mouse TRPC4 cation channel. HEK293 TRPC4beta/mu-opioid, DAMGO-evoked Fluo4 calcium flux; stronger effect = lower value. B-score at 10 µM. 300,000 tested, 0.39% active. AID 2247;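 active = B-score over 3 SD under the library average, no early fluorescence shift, positive overall ratio signal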
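Material: HEK293 cells with stable TRPC4beta plus mu-opioid receptor expression; probe or stimulus: DAMGO in two steps, submaximal then maximal; technique: Fluo4 calcium fluorescence by kinetic imaging, 5 s 1 Hz baseline; measure: integrated fluorescence ratio relative to baseline, converted to per-well B score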
IEC-6 cytotox: kills IEC-6 intestinal cells in KLF5 counter-screen; IEC-6 cytotoxicity, luminescence viability; inhibition, % at 5 µM; 290,000 tested, 0.78% active; AID 1825; in the data active = inhibition above about 22%;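 note: 0% = plate median of test compound wells and 100% = cytotoxic reference compound wells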
aSyn 5UTR inh: MLPCN primary screen, SNCA 5' untranslated region | inhibition, % (tested at 7.5 µM) | alpha-synuclein 5'UTR reporter, inhibitor activity | 300,000 tested, 0.82% active | AID 1813; in the data active = inhibition above about 60%;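 note: H4 neuroglioblastoma cells stably carrying SNCA 5'UTR luciferase fusion; 0% = DMSO wells and 100% = positive control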
TRPC6 inhibitor: mouse TRPC6 channel inhibition; AID 2553; 310,000 tested, 1.1% active; HEK293-TRPC6, membrane potential dye, ACh-evoked depolarization; stronger effect = lower value; Q61143; B-score at 10 µM;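 active = B-score under library mean minus 3 SD, initial fluorescence not abnormally high, positive integrated signal ratio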;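 note: B-score derived from integrated fluorescence ratio over the kinetic read; more negative B-score means stronger inhibition of depolarization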
SKKanGAS inh: SKKanGAS growth inhibition; S. pyogenes SKKanGAS, kanamycin growth, BacTiter-Glo, 6 h; inhibition, % at 7.5 µM; 300,000 tested, 1.3% active; AID 1662;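 active = mean replicate score, as percent of positive control median, at least 50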;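 note: strain carries kanamycin resistance gene driven by streptokinase promoter and grows in 40 µg/ml kanamycin; loss of luminescence reflects streptokinase promoter inhibition or plain growth inhibition; 0% = median of DMSO wells and 100% = positive control at its reference dose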
* = called active by the depositor; i = inactive; · = no result given.

(1) O=C(CCCCCn1c(SCC(=O)c2ccccc2)nc2ccccc2c1=O)NCc1ccco1
(2) COc1ccc(C(=O)NCc2nnc(SCC(=O)Nc3cccc(OC)c3)o2)cc1
(3) COC(=O)Cc1c(C)nc2nc(NCc3cccc([N+](=O)[O-])c3)[nH]n2c1=O
(4) Cc1ccc(CCN2CC(C(=O)NC(C)C)CC2=O)cc1 (stereo not drawn)
(5) CCCc1cn(S(=O)(=O)c2ccc(OC)cc2OC)nc1N
(6) CC(C)Cc1ccc(CN2CCCC(NC(=O)CCn3cnnn3)C2)cc1 (stereo not drawn)
(7) Cc1cc(N(CC(=O)O)S(C)(=O)=O)ccc1Br
(8) CC(=O)c1cccc(NC(=O)C(C)OC(=O)CCN=C2NS(=O)(=O)c3ccccc32)c1 (stereo not drawn)
(9) O=C(CSc1ccccc1C(=O)O)NC1CCCCCCC1
(10) COC(=O)c1oc2nc(C)cc(C)c2c1N

compound no.	1	2	3	4	5	6	7	8	9	10
TRPC4 block	i	i	i	i	i	i	i	i	i	i
aSyn 5UTR inh	-19	-10	-29	0	-28	-13	-6	0	-15	15
TRPC4 agonist	i	i	i	i	i	104*	i	i	i	i
TRPC4 PAM	i	i	i	i	i	i	i	i	i	i
MrgX1 antag	i	i	i	i	i	i	i	i	i	i
KLF5 inh	-21	-1	-9	-40	-13	11	-13	·	-15	-4
IEC-6 cytotox	9	-2	-4	-2	6	9	-3	·	-4	-6
HIF act	0.1	0.0	0.1	-1.0	0.1	0.2	0.2	0.1	2.0	0.2
SKKanGAS inh	2	-7	-15	-1	21	3	-15	-9	2	4
TRPC6 act	i	i	i	i	i	i	i	i	i	i
TRPC6 inhibitor	i	i	i	i	i	i	i	i	i	i

(11) Cn1cc(Br)c(C(=O)Nc2sc3c(c2C(N)=O)CCC3)n1
(12) C/C(=C\C(=S)Nc1ccccc1)Nc1cccc2ccccc12
(13) COC(=O)c1ccccc1S(=O)(=O)N1CCn2cccc2C1C (stereo not drawn)
(14) CCN1CCN(C(C(=O)NC2CCCCC2)c2ccc(Cl)cc2)CC1 (stereo not drawn)
(15) COc1cccc(-c2cc(C(=O)N3N=C(C)CC3(O)C(F)F)c3ccccc3n2)c1 (stereo not drawn)
(16) CC(C)CCOc1ccc(C(=O)O)cc1
(17) O=C(Cn1cnc(S(=O)(=O)N2CCCCC2)c1)Nc1ccc(OC(F)(F)F)cc1
(18) Cc1ccc(NC(=O)CSc2nc3ncc(Cl)cc3[nH]2)c(C)c1
(19) O=C(CC(=O)Nc1ccccn1)Nc1ccccn1
(20) O=C(NC1CCCC1)C1CCN(C(=O)c2ccc(Cl)cc2)CC1

compound no.	11	12	13	14	15	16	17	18	19	20
TRPC4 block	i	i	i	i	i	i	i	i	i	i
aSyn 5UTR inh	-95	-104	-27	-13	-6	2	8	13	-21	1
TRPC4 agonist	i	i	i	i	i	i	i	i	i	i
TRPC4 PAM	i	i	i	i	i	i	i	i	i	i
MrgX1 antag	i	i	i	i	i	i	i	i	i	i
KLF5 inh	-51	-11	8	20	-21	-19	-9	-6	-19	-6
IEC-6 cytotox	-2	3	-5	3	3	0	2	4	-1	-13
HIF act	0.3	2.1	-0.7	-0.2	-0.1	0.3	0.9	0.0	2.1	-0.6
SKKanGAS inh	-3	-4	-3	-15	0	1	-2	-1	-13	3
TRPC6 act	i	i	i	i	i	i	i	i	i	i
TRPC6 inhibitor	i	i	i	i	i	i	i	i	i	i

(21) O=C(NCc1ccccc1Cl)C1CCCN1C(=O)NCc1ccccc1 (stereo not drawn)
(22) CCOC(=O)Cc1cc(-c2ccc(O)cc2)nc2ccc3ccccc3c12
(23) COC(=O)Nc1ccc2c(c1)OCO2
(24) CC1CCCCN1C(=O)CSc1nc(-c2ccccc2)cc(=O)[nH]1 (stereo not drawn)
(25) O=C(Nc1nnc(-c2ccc(Cl)s2)o1)C1CC1
(26) CCc1ccc(CCC(=O)Nc2nnc(CC)s2)o1
(27) CCn1c(CSc2ncccn2)nnc1SCC(=O)N1CCCCC1
(28) CCOc1ccc(C(C)=O)cc1COc1cccnc1[N+](=O)[O-]
(29) COc1ccc(OC)c(C(c2nnnn2Cc2ccco2)N2CCN(C)CC2)c1 (stereo not drawn)
(30) COc1ccc(OCC(=O)NC(=S)Nc2ccc(S(=O)(=O)Nc3cc(C)on3)cc2)cc1

compound no.	21	22	23	24	25	26	27	28	29	30
TRPC4 block	i	i	i	i	i	i	i	i	i	i
aSyn 5UTR inh	-9	-80	-53	0	-15	-16	-6	-45	-13	1
TRPC4 agonist	i	i	i	i	i	i	i	i	i	i
TRPC4 PAM	i	i	i	i	i	i	i	i	i	i
MrgX1 antag	i	i	i	i	i	i	i	i	i	i
KLF5 inh	-7	-19	10	-17	-33	-14	-20	31	-41	-31
IEC-6 cytotox	-6	2	-1	-3	-3	-1	-2	28*	6	-10
HIF act	2.1	1.0	1.1	0.0	0.0	0.1	0.0	1.3	0.3	0.1
SKKanGAS inh	-1	14	3	11	-9	0	-1	-4	1	3
TRPC6 act	i	i	i	i	i	i	i	i	i	i
TRPC6 inhibitor	i	i	i	i	i	i	i	i	i	i

(31) Cc1noc(C)c1S(=O)(=O)N1CCCC(C(=O)N2CCc3ccccc3C2)C1 (stereo not drawn)
(32) CCc1ccccc1NC(=O)c1ccc2c(O)c(S(=O)(=O)c3ccc(OC)cc3)c(=O)[nH]c2c1
(33) CCOC(=O)N1CCN(C(=O)COc2ccccc2Cl)CC1
(34) C=CCC1(CC=C)CCCN1C(=O)CC1C(=O)NCCN1Cc1cccc(OC)c1OC (stereo not drawn)
(35) COc1ccc(/C=C2/SC(=O)N(CCNC(=O)CC(NC(C)=O)c3ccccc3)C2=O)cc1 (stereo not drawn)
(36) Cc1cc(C(=O)CN2C(=O)NC3(CCCCC3)C2=O)c(C)n1C
(37) O=C(O)CCC(=O)Nc1ccc2c(c1)oc1ccccc12
(38) O=C(c1cccs1)n1nc(-c2ccco2)nc1SCc1ccccc1
(39) CCOC(=O)c1cccc(NC(=O)CSc2nnc(C)n2CC2CCCO2)c1 (stereo not drawn)
(40) COC(=O)Cc1ccc(NC(=S)NCCO)cc1

compound no.	31	32	33	34	35	36	37	38	39	40
TRPC4 block	i	i	i	i	i	i	i	i	i	i
aSyn 5UTR inh	6	-1	-1	7	-35	-69	2	-58	13	-15
TRPC4 agonist	i	i	i	i	i	i	i	i	i	i
TRPC4 PAM	i	i	i	i	i	i	i	i	i	i
MrgX1 antag	i	i	i	i	i	i	i	i	i	i
KLF5 inh	9	-1	-35	-9	-3	-14	9	-33	-20	-12
IEC-6 cytotox	10	-6	1	4	1	8	3	7	-1	-3
HIF act	0.0	0.2	-0.6	0.8	0.7	1.6	0.0	0.6	-0.2	-0.2
SKKanGAS inh	-13	-4	5	0	6	2	-6	8	27	1
TRPC6 act	i	i	i	i	i	i	i	i	i	i
TRPC6 inhibitor	i	i	i	i	i	i	i	i	i	i

Some values from above:
Result of #11 in KLF5 inh: -51
Result of #23 in KLF5 inh: 10

(list continues)
(41) O=C(CSCc1cnn(-c2ccccc2)c1-n1cccc1)NCc1cccs1
(42) CSCC[C@H](NC(=O)OC(C)(C)C)C(=O)N1CCC(C(=O)N[C@H](C(=O)O)C(C)C)CC1
(43) Brc1ccccc1-n1nnc(-c2ccnc3ccccc23)n1
(44) C/C(=N\NC(=O)c1nnn(-c2nonc2N)c1-c1ccccc1)c1cccnc1
(45) O=C(Nc1ccccc1C(=O)O)c1cncc(Br)c1
(46) O=C(Nc1ccccc1NS(=O)(=O)c1ccc(F)cc1)C1CCC1
(47) COc1ccc(S(=O)(=O)N2CCOCC2)cc1NC(=O)COC(=O)C1COc2ccccc2O1 (stereo not drawn)
(48) COC(=O)c1cn(-c2ccccc2)nc1-c1cccnc1
(49) Oc1ccc(Nc2nc(Cl)nc(NCc3ccco3)n2)cc1
(50) O=S(=O)(c1ccccc1)c1cnc(-c2ccccc2)nc1N1CCCC1
(51) CNC(=O)NC(=O)C(C)N1CCN(C/C=C/c2ccccc2)CC1 (stereo not drawn)
(52) O=C(COc1ccc(Cl)cc1)Nc1ccc2oc(=O)ccc2c1

compound no.	41	42	43	44	45	46	47	48	49	50	51	52
TRPC4 block	i	i	i	i	i	i	i	i	i	i	i	i
aSyn 5UTR inh	14	23	-48	·	9	28	-25	10	1	24	0	-31
TRPC4 agonist	i	i	i	i	i	i	i	i	i	i	i	i
TRPC4 PAM	i	i	i	i	i	i	i	i	i	i	i	i
MrgX1 antag	i	i	i	i	i	i	i	i	i	i	i	i
KLF5 inh	-28	-10	8	4	-2	-8	-20	-28	-7	-5	-19	-45
IEC-6 cytotox	4	0	2	2	-5	-3	2	4	8	6	-1	-5
HIF act	-0.4	-0.3	2.1	·	0.5	0.1	-0.3	-0.8	0.1	-0.4	-1.2	0.1
SKKanGAS inh	3	2	-3	·	12	5	3	-6	15	15	5	0
TRPC6 act	i	i	i	i	i	i	i	i	i	i	i	i
TRPC6 inhibitor	i	i	i	i	i	i	i	i	i	i	i	i

3 structures already listed, ordered by molar mass, largest number first:
(47) COc1ccc(S(=O)(=O)N2CCOCC2)cc1NC(=O)COC(=O)C1COc2ccccc2O1 (stereo not drawn)
(46) O=C(Nc1ccccc1NS(=O)(=O)c1ccc(F)cc1)C1CCC1
(49) Oc1ccc(Nc2nc(Cl)nc(NCc3ccco3)n2)cc1

compound no.	47	46	49
TRPC4 block	i	i	i
aSyn 5UTR inh	-25	28	1
TRPC4 agonist	i	i	i
TRPC4 PAM	i	i	i
MrgX1 antag	i	i	i
KLF5 inh	-20	-8	-7
IEC-6 cytotox	2	-3	8
HIF act	-0.3	0.1	0.1
SKKanGAS inh	3	5	15
TRPC6 act	i	i	i
TRPC6 inhibitor	i	i	i

Three entries out of the list above, ordered by their value in aSyn 5UTR inh, falling:
No. | smiles | TRPC4 block | aSyn 5UTR inh | TRPC4 PAM | MrgX1 antag | KLF5 inh | TRPC6 act
45 | O=C(Nc1ccccc1C(=O)O)c1cncc(Br)c1 | i | 9 | i | i | -2 | i
51 | CNC(=O)NC(=O)C(C)N1CCN(C/C=C/c2ccccc2)CC1 (stereo not drawn) | i | 0 | i | i | -19 | i
43 | Brc1ccccc1-n1nnc(-c2ccnc3ccccc23)n1 | i | -48 | i | i | 8 | i
